Hep lipid drop: inhibitors of hepatocyte lipid droplet formation, primary screen, imaging, high-throughput imaging, BODIPY stain. 240,000 tested, 0.4% active. AML12 mouse hepatocytes, oleate lipid droplets. inhibition, % at 6.5 µM;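 active = lipid droplet intensity inhibited by at least 50%, with more than 500 cells counted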
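Material – mouse AML12 hepatocyte cell line, fixed after treatment · Compound dosing – one dose, 6.5 µM compound · Times – compound with oleate, overnight · Measured by – Image-based BODIPY and DAPI two-channel analysis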
MT stabilizer: microtubule stabilizers in HeLa cells, primary screen, imaging, high-content imaging | AID 2205, 2009 | % tubulin-high responders, % at 10 µM | HeLa tubulin immunostaining HCS, 24 h; share of cells brighter than vehicle mean+2SD | 200,000 tested, 0.83% active;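 active = plate Z-score above 3 for both tubulin-high and condensed-nucleus cell shares, with cell loss under 80%, at 10 µM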;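 note: anti alpha tubulin signal scored within the nucleus-defined area of each cell; some results filed as inactive read as strong as hits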
Dynein transport: inhibitors of GR-EGFP nuclear translocation, primary screen, dynein cargo transport inhibitor project, imaging, high-content, 3617.4 mouse cells; 220,000 tested, 0.47% active; test concentration mostly 20 µM; stimulated with dexamethasone, 1 µM; hits give low values; AID 1381, 2008; z-score, hits read low;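 active = plate z-score of nuclear minus cytoplasmic receptor signal below a set negative limit, without overly bright fluorescence or cell loss, cut at about -3.5 in these data, passing the limit was not always enough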;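 note: z-score of nuclear minus cytoplasmic ring GR-EGFP intensity difference per well; some compounds called inactive have numbers as strong as hits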
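medium = tetracycline-free induction medium containing charcoal-stripped FBS | probe or stimulus = dexamethasone, 1.0 µM final | timing = 48 h induction, then 1 h compound, then 30 min agonist, 37 °C | detection = automated 10x imaging of fixed Hoechst-stained cells | read-out basis = nuclear versus cytoplasmic GR-EGFP signal, averaged per well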
WT yeast gro inh: growth inhibition of WT strain, primary screen, mitochondrial fusion inhibitor project, WT and mutant strains, chemical genetic; 190,000 tested, 2.1% active; mitochondrial fusion phenotypic screen; inhibition, % at 10 µM; in the data active = inhibition above about 58%; tested in S. cerevisiae
Insulin prom up: insulin promoter activators in MIN6 cells, imaging, high-content screening, mouse beta cells | MIN6 insulin promoter-GFP reporter; hits give high values | z-score at 5 µM | 190,000 tested, 0.3% active | AID 1625, 2009;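 active = z-score above 3 at 5 µM with at least 500 cells counted in the well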
CSM14.1 death rescue: rescue of cells from ER stress-induced death, primary screen, 384-well, CSM14.1, thapsigargin, ATP luminescence (AID 1222). CSM14.1 thapsigargin-induced death rescue, ATP luminescence; higher % means a stronger effect. cellular ATP content (survival), % at 20 µM, or EC50 in µM where a hit was titrated. 190,000 tested, under 10 active;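 active = EC50 below 50 µM in the dose-response confirmation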;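 note: death triggered by thapsigargin at about 15 µM added after 2 h compound pretreatment; cell ATP read after overnight thapsigargin exposure of roughly 18 to 22 hours; normalized against plate controls of thapsigargin alone and 5% DMSO vehicle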
bCat nuc transl: modulators of beta-catenin nuclear translocation, primary screen, imaging, HeLa cells, immunofluorescence, high-content | 190,000 tested, 0.3% active | nuclear translocation activity, % at 5 µM;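 active = nuclear translocation activity above 50% at 5 µM, with a well cell count of 50 or more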;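 note: per-cell ratio of nuclear to cytoplasmic median beta-catenin stain intensity; plate controls were DMSO negative control for no effect and GSK-3 inhibitor IX positive control for full effect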
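Signal – beta-catenin immunofluorescence imaging with DAPI · Test system – human HeLa cell line · Dosing – 5 µM primary single dose, 0.1% DMSO, 0.02–20 µM confirmation series · Measure – % activation, nuclear-to-cytoplasmic median beta-catenin signal ratio per cell · Incubation – 24 h compound exposure at 37°C, 5% CO2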
Autophagy mod: autophagy modulators in MEF cells, primary screen, imaging, high-content, MEF GFP-LC3; 190,000 tested, 0.98% active; MEF GFP-LC3 puncta imaging; test concentration mostly 10 µM; calls only at 10 µM (by protocol);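 active = percentage of spot-positive cells more than 3 SD above its plate mean, without a fluorescence outlier flag or 80% toxicity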;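 note: spot-positive cell cutoff set from DMSO-treated cells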
XIAP displacement: XIAP antagonists, biochemical, IAP family, fluorescence polarization (AID 1018) | E3 ubiquitin-protein ligase XIAP (Homo sapiens) | XIAP BIR domain, fluorescence polarization peptide displacement; higher % means a stronger effect | displacement, % at 20 µM; hits with a dose series show IC50 in µM | 200,000 tested, 0.007% active; in the data active = displacement above about 50%; note: a part of the inactive calls stands beside numbers as strong as those of hits
WT yeast gro inh mutant strain: recorded beside WT yeast gro inh, whose call it bears; inhibition, %; mitochondrial fusion phenotypic screen, mutant strain inhibition
Dynein transport cytoplasmic EGFP: also measured in Dynein transport; calls as there; z-score; measured here: cytoplasmic GR-EGFP intensity; hits give high values
Dynein transport nuclear GR-EGFP: second read-out of Dynein transport, no call of its own (marks repeat the call); z-score; measured here: nuclear GR-EGFP intensity;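 lower value marks the stronger effect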
Dynein transport cell count: further read-out of Dynein transport, marked with its call; z-score; measured here: cell count per field
Insulin prom up cell count: also measured in Insulin prom up; calls as there; cell count; measured here: cytotoxicity, nuclei count;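 total cells summed across four imaged fields per well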
Hep lipid drop cells 6.5 µM: recorded beside Hep lipid drop, whose call it bears; cell count; measured here: cell count, cytotoxicity flag;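 cells counted across two imaged fields per well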
bCat nuc transl cell count 5 µM: recorded beside bCat nuc transl, whose call it bears; cell count; measured here: cell count, cytotoxicity flag
MT stabilizer Hoechst-high %: also measured in MT stabilizer; calls as there; % Hoechst-high responders; measured here: nuclear condensation Hoechst responders;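 share of cells brighter than vehicle mean plus two SD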
MT stabilizer cytotoxicity %: recorded beside MT stabilizer, whose call it bears; toxicity, %; measured here: cytotoxicity by cell density;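 0% = mean cell density of plate MIN control wells and 100% = no cells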
Autophagy mod cell loss 18 h: further read-out of Autophagy mod, marked with its call; toxicity, %; measured here: cell loss, nuclei count;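 cell loss after 18 h compound exposure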
* hit, by the source's call; i = inactive; / = not tested or not shown. Rows were taken by chance; about 4% have a hit in one of these screens.

SMILES	Hep lipid drop	Hep lipid drop cells 6.5 µM	MT stabilizer	MT stabilizer Hoechst-high %	MT stabilizer cytotoxicity %	Dynein transport	Dynein transport cytoplasmic EGFP	Dynein transport nuclear GR-EGFP	Dynein transport cell count	WT yeast gro inh	WT yeast gro inh mutant strain	Insulin prom up	Insulin prom up cell count	CSM14.1 death rescue	bCat nuc transl	bCat nuc transl cell count 5 µM	Autophagy mod	Autophagy mod cell loss 18 h	XIAP displacement
O=C/C(=C\Nc1ccc(Br)cc1)c1nc2ccccc2o1	7	738	2.7	1.7	9.5	-0.72	-0.21	0.0017	0.63	6	-8	-0.29	1149	-1.4%	-0.8	945	i	17	-1.9%
COc1ccccc1C(=O)Nc1cccc(-c2cn3ccsc3n2)c1	12	706	4.3	2.1	9.6	1.4	-0.19	0.74	-0.67	4	9	-0.33	1805	-3.8%	-0.4	1090	i	-7	-4.0%
CC1=NN(c2ccccc2)C(=O)C1N=Nc1ccc(C)cc1 (stereo not drawn)	15	735	2.9	1.4	7.8	2.4	-0.21	1.3	-1.2	7	9	-0.16	1285	-0.7%	/	/	i	28	-12%
CC(=O)c1ccc(NC(=O)Nc2ccc(NS(=O)(=O)c3ccc(C)cc3)cc2)cc1	/	/	2.2	0.7	7.7	-0.094	-0.15	-0.11	0.16	7	4	-1.5	1139	0.0%	-0.1	1424	i	2	-6.5%
O=C(NCC1CCCO1)c1cccc(NC(=O)c2cccs2)c1 (stereo not drawn)	13	675	6.6	1.2	2.6	0.013	-0.41	-0.038	1.1	5	-1	0.09	1508	-0.7%	-0.1	1496	i	4	-4.0%
CCN(c1ccccc1)S(=O)(=O)c1ccc(Cl)c(NC(=O)CSc2ncn[nH]2)c1	5	516	4.2	2.2	7.1	-0.026	-0.22	0.28	-0.92	5	2	-0.73	1395	-0.3%	0.5	1029	i	8	0.9%
CN(CCCNC(=O)C1CCN(S(=O)(=O)N2CCC3(CC2)OCCO3)CC1)Cc1ccccc1	4	783	1.7	1.5	6.0	-0.74	1.6	-0.051	0.34	-8	7	-0.47	925	-2.0%	/	/	i	-6	-2.1%
COc1ccc(-c2cc(C(=O)n3cnc4ccccc43)c3ccccc3n2)cc1	-2	723	1.6	1.4	6.6	0.58	0.16	0.36	-0.7	-11	2	-0.56	888	-7.4%	-4.9	1205	i	43	-5.5%
O=C(CCc1ccccc1)NCC(=O)N/N=C/c1ccc2c(c1)OCO2	12	652	1.6	2.4	6.9	0.25	-0.19	0.14	-0.37	0	-1	-0.03	1330	0.4%	-1.6	586	i	8	-3.0%
Cc1nnc(SCc2cccc(CSc3nnc(C)s3)c2)s1	-5	747	1.9	2.4	8.6	0.091	-0.18	0.11	0.62	10	-7	0.16	867	-1.6%	-4.8	1164	i	2	-4.0%
CN1C(=O)C(CC(=O)Nc2ccc3c(c2)Cc2ccccc2-3)N(C)C1=O (stereo not drawn)	3	740	3.3	1.7	9.4	-0.14	-0.15	-0.68	0.073	-3	9	0.31	1227	-2.9%	0.3	867	i	-8	-10%
COC(=O)c1ccc(C(=O)OC)nc1	/	/	4.1	3.5	6.7	-0.6	-0.32	-0.19	0.23	17	14	0.15	1468	-1.6%	3.4	1308	i	-1	-0.9%
Clc1ccccc1C1=Nn2c(nnc2-c2ccncc2)SC1	/	/	6.4	2.3	0.4	0.96	-0.053	0.72	0.19	20	-5	-1.5	1239	0.0%	4.1	1319	i	16	-1.4%
CCOCCCNC(=S)N1CCCN(c2nc3cc(C)c(C)cc3cc2C#N)CC1	-11	711	5.1	2.5	3.7	-1.3	-0.15	-0.61	0.0026	26	22	-2	1265	2.3%	0.6	1520	i	-5	0.3%
CCc1ccccc1N1C(=O)C2CC=CCC2C1=O (stereo not drawn)	/	/	5.8	2.2	4.7	4.2	-0.26	3.6	-3.1	-9	-15	-0.03	1384	-0.2%	-1.6	981	i	7	0.1%
Cc1nc([N+](=O)[O-])cn1-c1nc2ccccn2c1[N+](=O)[O-]	0	691	/	/	/	-0.4	-0.27	-0.24	0.46	/	/	-0.24	1425	/	-1.7	1162	/	/	/
Cc1sc2nc(SCc3ccc(C(=O)O)cc3)n(Cc3ccco3)c(=O)c2c1C	-5	683	/	/	/	-0.81	-0.25	-0.46	1.3	/	/	-0.53	1105	/	-1.3	1288	/	/	/
Cn1c(-c2ccc3ccccc3n2)[n+](C)c2ccccc21	-23	522	/	/	/	-0.49	-0.26	-0.23	0.15	/	/	-0.31	901	/	-0.5	1310	/	/	/
CCOc1cc(NC(=O)c2ccco2)c(OCC)cc1NC(=O)COc1ccccc1	/	/	1.1	1.9	6.3	-0.8	-0.15	-0.26	0.34	-4	-26	-1.8	894	0.9%	-0.8	1115	i	-2	2.6%
COc1ccccc1OCCC(=O)OCC(=O)NC(=O)NC(C)(C)C	/	/	3.3	2.1	9.5	-0.38	-0.16	0.19	0.72	2	4	/	/	-0.8%	0.3	1133	i	-8	-6.0%
O=C(O)c1ccc(F)c(S(=O)(=O)Nc2ccccc2)c1	/	/	3.2	2.9	3.3	-0.2	-0.24	-0.23	0.39	2	-1	-0.27	1074	0.6%	2.3	724	i	13	-4.2%
CCOC(=O)c1ccc(CSc2nncn2N)o1	2	586	1.5	1.5	11	-0.25	0.26	0.12	-0.066	-5	0	0.67	1876	-1.2%	-1.9	1057	i	-4	-5.7%
CC(C)(C)NC(=O)C(c1ccc(F)cc1)N(Cc1cccs1)C(=O)c1ccc(CN2CCOCC2)o1 (stereo not drawn)	-5	677	1.2	1.1	4.2	-0.64	-0.3	0.043	0.67	-2	-12	0.2	1685	1.5%	-1.1	919	i	-6	-2.6%
COc1ccc2nc(C)c(C(=O)OCCN(C)C)cc2c1	/	/	/	/	/	/	/	/	/	/	/	-0.37	944	-0.1%	-0.5	1207	/	/	-6.4%
Cc1cc(SCC(=O)N/N=C/c2cccnc2)nc2c(C)cccc12	4	716	3.1	2.6	12	1.2	-0.13	1.1	-1.9	-13	-11	-0.68	1369	2.3%	0.4	1364	i	-12	-4.1%

Other results.
SMILES	Hep lipid drop	Hep lipid drop cells 6.5 µM	MT stabilizer	MT stabilizer Hoechst-high %	MT stabilizer cytotoxicity %	Dynein transport	Dynein transport cytoplasmic EGFP	Dynein transport nuclear GR-EGFP	Dynein transport cell count	WT yeast gro inh	WT yeast gro inh mutant strain	Insulin prom up	Insulin prom up cell count	CSM14.1 death rescue	bCat nuc transl	bCat nuc transl cell count 5 µM	Autophagy mod	Autophagy mod cell loss 18 h	XIAP displacement
CC1=C(C(=O)OC2CCCCCCC2)C(c2cccc(O)c2)NC(=O)N1 (stereo not drawn)	-3	727	3.3	2.0	17	0.55	-0.42	0.21	-0.13	6	9	-0.87	1126	/	-0.7	1059	i	8	-2.3%
O=C(C1CC(Cl)CN1S(=O)(=O)c1ccc(Cl)cc1)N1CCOCC1 (stereo not drawn)	-2	693	2.0	3.8	5.6	0.75	-0.36	0.6	0.71	-1	6	0.13	1320	-0.8%	-0.1	1026	i	4	-16%
S=c1[nH]nc(-c2ccc(Br)o2)n1Cc1ccccc1	5	780	2.3	1.3	5.6	0.89	-0.21	0.74	0.8	1	3	0.3	1328	8.7%	2.7	1101	i	-3	-4.4%
CCS(=O)(=O)Nc1ccc(Cc2ccncc2)cc1	9	792	4.5	2.1	1.7	-0.27	-0.19	-0.052	-0.28	-14	-9	0.27	1238	-2.2%	/	/	i	-7	-7.2%
O=C(NCc1ccc2c(c1)OCO2)C(=O)NC1CCCCC1	-11	754	1.1	1.7	1.2	-0.52	-0.14	-0.16	0.9	16	25	0.28	838	-1.2%	-1.4	934	i	1	-6.3%
CCc1nnc(NC(=O)c2ccc3c(c2)C(=O)N(C(C)(C)C)C3=O)s1	/	/	4.5	1.1	4.1	0.82	-0.27	0.33	-0.57	10	-1	0.69	1372	-7.2%	-1.4	975	i	4	-0.6%
ONC(=Nc1ccccc1Cl)c1ccccc1Cl	-16	700	/	/	/	-0.19	-0.29	-0.31	0.13	/	/	0.38	1398	/	-0.3	1041	/	/	/
Cc1cccc(NC(=O)c2ccccc2NC(=O)C(C)(C)C)n1	/	/	2.7	2.5	2.5	-0.48	-0.23	-0.18	1.1	19	15	-0.08	1215	0.2%	-3.2	1032	i	-7	-0.9%
Cc1ccccc1CSc1nn2c(=O)c(C)nnc2s1	6	689	3.8	2.5	6.7	0.39	-0.23	0.64	0.03	-15	-6	0.28	1263	6.1%	-1.1	942	i	12	-5.3%
O=C(CCCn1c(=O)oc2ccccc21)Nc1cccnc1	/	/	1.7	4.9	5.2	-0.93	-0.12	-0.48	1.2	15	6	-0.05	1180	1.4%	0.7	1182	i	4	-5.6%
CCOC(=O)C1CC(=O)c2cc(OC)c(OC)cc2C1 (stereo not drawn)	-1	842	/	/	/	-0.14	-0.27	-0.12	0.86	/	/	-0.78	1411	/	-4.7	1179	/	/	/
O=C(NCc1cccs1)C(=O)c1cn(CC(=O)N2CCOCC2)c2ccccc12	5	755	2.4	2.0	7.8	0.063	0.22	0.14	0.59	-6	1	/	/	1.3%	1.6	1099	i	23	-3.0%

High-throughput results deposited in PubChem by several laboratories.
